CBFb RUNX1 block: CBF-beta/RUNX1 interaction disruption; AlphaScreen CBFb-His/RUNX1-biotin binding, biochemical; 230,000 tested, under 10 active; Potency, µM (doses to about 59.8 µM), without a hit: at the highest dose activity, negative = inhibition, usual class: inhibitors; Q01196+Q13951; note: % of control where 0% means no effect
Target sequence (Q01196 whole entry, looked up): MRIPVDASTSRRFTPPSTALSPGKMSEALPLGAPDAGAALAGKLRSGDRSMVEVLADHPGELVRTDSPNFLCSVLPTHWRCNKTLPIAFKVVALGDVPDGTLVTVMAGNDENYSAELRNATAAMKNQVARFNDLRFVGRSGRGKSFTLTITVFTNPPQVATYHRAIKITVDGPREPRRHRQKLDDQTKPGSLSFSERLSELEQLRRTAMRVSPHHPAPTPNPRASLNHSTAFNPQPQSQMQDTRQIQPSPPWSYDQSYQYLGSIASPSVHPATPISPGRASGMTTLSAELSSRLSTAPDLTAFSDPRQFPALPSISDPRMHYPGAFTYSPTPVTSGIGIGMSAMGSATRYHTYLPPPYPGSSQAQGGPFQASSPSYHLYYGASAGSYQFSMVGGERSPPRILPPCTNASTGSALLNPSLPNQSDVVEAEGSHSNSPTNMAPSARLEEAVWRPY
Target sequence (Q13951 whole entry, looked up): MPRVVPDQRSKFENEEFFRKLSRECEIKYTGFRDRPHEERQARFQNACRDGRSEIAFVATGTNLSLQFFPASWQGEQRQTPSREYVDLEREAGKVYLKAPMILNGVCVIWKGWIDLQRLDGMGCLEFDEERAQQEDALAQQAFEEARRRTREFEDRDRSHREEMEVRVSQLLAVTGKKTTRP
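Proteins preincubated together for 20 min at RT before compound addition; 15 min later, nickel and streptavidin beads were added and left 90 min prior to AlphaScreen measurement.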
IMPase Li cell: cell-permeable IMPase inhibitors with lithium potentiation; Potency, µM (titrated, usually from 59.4 µM), inactives show top-dose activity, negative = IMPase inhibition, usual class: inhibitors; CHO-M1 cells, IP1 TR-FRET (IP-One), carbachol + lithium; 0.35% of 210,000 active;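 note: IP1 builds up when IMPase is blocked and the TR-FRET signal falls; potency is the fitted concentration of half-maximal effect; plate controls were basal vehicle for no effect and high inhibitor control for full effect; nearly all actives have a fitted effect of over 50% in size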
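Lithium-sensitised IP1 accumulation assay; M1-expressing CHO cells treated 30 min at 37C with compound. Competitive antibody detection by time-resolved FRET followed a 10 min room-temperature lysis step.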
SMN2 splice enh: SMN2 splice variant enhancement; 2.8% of 210,000 active; HEK293 SMN2-luciferase splicing reporter, luminescence, 30-36 h; AID 1458; Potency, µM (highest dose often 46.1 µM), for inactives: at the highest dose activity change, positive = activation, usual class: activators; note: potency is the fitted concentration of half-maximal effect; % of control where 0% means no effect; nearly all actives have a fitted effect of over 55% in size
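HEK293 cells carry an SMN2 […]–luciferase reporter in which exon 7 inclusion puts luciferase in frame. Cells were plated 10-12 h before compound addition, then incubated 30-36 h at 37C. ONE-Glo luminescence was read; sodium butyrate at 4.5 mM final served as control.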
HTT cytoprotect: cytoprotection in Huntington HTT-Q103 PC12 cell model | PC12 HTT-Q103 induced, cytoprotection, ATP luminescence, 40 h | Potency, µM (doses to about 56.4 µM), for inactives: cytoprotection (ATP increase), hits mostly activators | 0.14% of 230,000 active | AID 1471;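 note: potency is the fitted concentration of half-maximal effect; % of control where 0% means no effect; nearly all actives have a fitted effect of over 45% in size; toxic huntingtin expression switched on by the ecdysone agonist tebufenozide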
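Compounds were screened for protection of PC12 cells against cell death after tebufenozide induction (100 nM final) of mutant Huntingtin exon 1 (Q103) fused to GFP.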
LMNA splice mod: changes lamin A minigene splicing in HeLa cells; HeLa LMNA splicing GFP/RFP minigene ratio, 48 h; Potency, µM (doses to about 46.1 µM), for inactives: top-dose ratio change, negative = inhibition, hits mostly inhibitors; 0.01% of 200,000 active; active = well fitted inhibition curve with a large enough effect in the signal ratio, with a control signal flat, not every such curve was filed as active; inconclusive = small, poorly fitted or top-dose-only effect, or effect the other way, or a change in a side signal; the % refers to the signal ratio; note: potency is the fitted concentration of half-maximal effect; % is set by controls: 0 for no effect and ±100 for the full control effect
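S3 HeLa cells stably expressing lamin A-EGFP splicing minigene plus DsRed2, 600 cells/well, 48 h compound exposure at 37C. Laser-scanning cytometry; analysed as GFP (500-530 nm)/RFP (575-640 nm) total intensity ratio; 0.5% DMSO vehicle.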
Luc counter: blocks Kinase-Glo luciferase, a counter-screen artifact; Q27757; Kinase-Glo luciferase, ATP luminescence, 8 min; Potency, µM (titrated, usually from 38.3 µM), without a hit: at the top dose activity change, negative = inhibition, hits mostly inhibitors; 0.28% of 200,000 active; AID 1379; note: potency is the fitted concentration of half-maximal effect; % is set by controls: 0 for no effect and ±100 for the full control effect; nearly all actives have a fitted effect of over 60% in size
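Kinase-Glo luciferase light output from ATP and luciferin was measured with 10 uM ATP, within the enzyme's linear range. Buffer: 50 mM imidazole pH 7.2, 50 mM KCl, 7 mM MgCl2, 0.01% Tween 20, 0.05% BSA; luminescence read after 8 min at ambient temperature.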
HttQ103 aggreg: mutant huntingtin aggregation inhibition | PC12 HttQ103-GFP aggregates, Acumen cytometry, 40 h | Potency, µM (highest dose often 46.1 µM), without a hit: at the highest dose activity change, negative = inhibition, hits mostly inhibitors | 1.1% of 220,000 active; note: potency is the fitted concentration of half-maximal effect; % is set by controls: 0 for no effect and ±100 for the full control effect; nearly all actives have a fitted effect of over 60% in size
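Compounds (qHTS titration) were added to PC12 cells expressing an ecdysone-driven HTT exon 1 Q103–GFP fusion after induction with 100 nM tebufenozide. Aggregate formation was measured as GFP objects in cell lysates.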
* = called active by the depositor; ? = inconclusive; · = not tested or not shown; & = joins results of further samples; [ ] = another dose, or the depositor's remark. Unless noted, calls come from the whole dose curve; as a rule, active = well fitted curve in the direction sought with a large enough effect; inconclusive = small, poorly fitted or top-dose-only effect, or another doubt; inactive = no such curve, though single readings can be large; an effect the other way counts as inactive or inconclusive. No enrichment for hits; any-hit rate near 4%.

SMILES	CBFb RUNX1 block	IMPase Li cell	SMN2 splice enh	HTT cytoprotect	LMNA splice mod	Luc counter	HttQ103 aggreg
COc1ccccc1-n1cnc2cc(C(=O)NCC3CCCO3)ccc21 (stereo not given)	9%	13%[38.3 µM]	?	-6%	-8%	2%	-9%
COc1cccc(OC)c1C(=O)Nc1ccc2c3c(cccc13)CC2	-1%	-14%[38.3 µM]	-13%	-12%	-25%	-3%	10%
CC(=O)Nc1sc(N/N=C\c2cccc(Cl)c2)nc1-c1cccs1	-2%	-6%	-11%	10%[10 µM]	12%	3%	-1%
CCc1cc2c(SCC(=O)c3ccc(C)cc3)ncnc2s1	10%	5%	0%	8%[10 µM]	-5%	-1%	-4%
COc1ccc(-c2c(=O)n(OCc3ccccc3[N+](=O)[O-])c3ccccc3[n+]2[O-])c(OC)c1	-8%	0%	7%	-11%	-12%[46 µM]	1%	15%
CC(O)Cc1nsc(NC(=O)c2cccs2)n1 (stereo not given)	-17%	0%[38.3 µM]	-24%	-19%	-3%	-17%	5%
COc1ccc(C2c3c(ncn(CCCN4CCOCC4)c3=N)Oc3ccc4ccccc4c32)cc1OC (stereo not given)	-4%	·	·	-11%[10 µM]	·	·	6%[9.22 µM]
CCNc1ncc2nc(-c3ccccc3)c(=O)n(CCOC)c2n1	·	-4%	·	-4%	-10%	·	·
O=C(O)CCC(=O)Nc1ccccc1Oc1ccccc1	4%	-2%	0%	?	-4%[46 µM]	2%	31%
Cc1[nH]c2ccc(-c3nnc(SCC(=O)c4ccccc4F)o3)cc2c1C	-12%	·	·	-11%	?	·	22%
Cc1cc(S(=O)(=O)n2cnc3ccccc32)c(C)cc1Cl	7%	4%	9%	9%[0.074 µM]	3%	2%	-26%
CC(C)O/C(=N\S(=O)(=O)c1ccc(Cl)cc1)c1ccccc1	3%	31%[38.3 µM]	-9%	8%	-6%	-4%	23%
O=C(COC(=O)c1ccc(Br)o1)Nc1ccc(S(=O)(=O)N2CCCC2)cc1	3%	23%[38.3 µM]	-20%	-16%[10 µM]	-3%	3%	-1%
CCOC(=O)C1CCCN(Cc2ccccc2OCC)C1 (stereo not given)	7%	3%[38.3 µM]	6%	8%	5%	-7%	2%
COc1ccc(CCNc2cc(-c3ccccc3)nc3ncnn23)cc1	-1%	-12%[38.3 µM]	-33%[inhibitor]	-22%	4%	-1%	-22%
CC1Cc2nc(SCC(=O)N3CCN(c4ccccc4)CC3)n(CCc3ccccc3)c(=O)c2S1 (stereo not given)	-11%	45%[38.3 µM]	-23%	-1%[10 µM]	-13%	-1%	4%
Cn1nnnc1SCC(=O)Nc1ccccc1Cl	6%	27%[38.3 µM]	0%	17%	11%	-4%	2%
CCN(CC)CCN1C(=O)c2ccccc2NC1c1ccc(N(C)C)cc1 (stereo not given)	-17%	36%[activator][38.3 µM]	-3%	14%	4%	-2%	21%
CCn1cc([N+](=O)[O-])c(C(=O)N2N=C(c3ccc4ccccc4c3)CC2c2cc(Br)ccc2O)n1 (stereo not given)	-23%	5%	-74%[inhibitor]	-41%[1.9 µM]	?	-1%	?
COc1ccc(-c2coc3cc(OC)cc(O)c3c2=O)cc1	2%	-3%[38.3 µM]	13µM*	-6%	?	-8%	13%
O=C(C[n+]1cc(-c2ccccc2)n2c1CCCCC2)c1ccc(Br)cc1	-7%	9%	-17%	10%[10 µM]	-20%[46 µM]	1%	7%[9.22 µM]
Cc1[nH]c2ccccc2c1C(=O)CN1CCCCC1CCO (stereo not given)	0%	2%[38.3 µM]	21%	-4%[0.074 µM]	2%	-2%	-1%[9.22 µM]
CCNC(=O)C(=O)N/N=C/c1cc([N+](=O)[O-])ccc1O	·	-3%	2%	-40%[inhibitor]	·	1%	?
CC(NC(=O)CCCCCCN1C(=O)c2ccccc2C1=O)c1ccc2c(c1)CCCC2 (stereo not given)	-2%	13%	-33%[inhibitor]	-15%[10 µM]	?	-1%	10µM*
COc1ccc(S(=O)(=O)N(C)CC(=O)Nc2ccccc2SC)cc1	12%	6%[38.3 µM]	-13%	-1%	-20%	0%	1%
Further entries follow:
SMILES	CBFb RUNX1 block	IMPase Li cell	SMN2 splice enh	HTT cytoprotect	LMNA splice mod	Luc counter	HttQ103 aggreg
O=C(CSc1ncc(-c2ccccc2)[nH]1)Nc1ccccc1	2%	16%[38.3 µM]	2%&21%	-10%	-8%	-4%	19%
O=C(/C=C/c1cccc([N+](=O)[O-])c1)Nc1cccc(NC(=O)c2ccco2)c1	-18%	7%	-1%	-28%[10 µM]	?	3%	?
Cc1cccc(NC(=O)c2nc[nH]c2C(=O)N[C@@H](CCCCNC(=O)OC(C)(C)C)C(=O)OC(C)(C)C)c1	18%	·	·	22%[10 µM]	·	·	-28%[9.22 µM]
Cc1cc(N=NC(=O)c2ccccc2O)c2ccccc2c1O	-7%	15%	-10%	-119%[inhibitor]	·	-6%	?
Cc1cc(C)c2nc(NC(=O)c3ccc(OCC4CCCO4)cc3)sc2c1 (stereo not given)	3%	-3%	-59%[inhibitor]	2%[10 µM]	?	1%	-4%
Cc1c(Cl)cccc1NC(=S)N1CCCN(Cc2ccc(F)cc2)C1	-5%	5%	-11%	-5%	·	-2%	-3%
S=C1SCN(C2CCCCCCCCCCC2)CN1C1CCCCCCCCCCC1	·	19%	-9%[9.22 µM]	1%[10 µM]	·	-3%[7.66 µM]	·
Cc1cc([N+](=O)[O-])cc(/C=N/n2c(C)nc3ccccc3c2=O)c1O	-30%	·	·	1%[10 µM]	·	·	-9%[9.22 µM]
O=C(NCc1cccs1)c1ccc(CS(=O)(=O)c2ccc(Cl)cc2)o1	1%	12%[38.3 µM]	-35%[inhibitor]	18%[10 µM]	-17%	-4%	-22%
Cc1cccc(C)c1NC(=O)CSc1nnc(NC(=O)c2ccccc2C(=O)O)s1	3%	·	·	-5%[10 µM]	·	·	-7%[9.22 µM]
Cc1noc(C)c1COC(=O)c1ccccc1NC(=O)Cc1ccccc1	18%	0%[38.3 µM]	8%	-7%[10 µM]	-3%	-4%	4%
COC(=O)C/C=C/[C@@H](C)[C@@H](/C=N/OC[C@H]1O[C@H](c2ccccc2)C=C[C@@H]1Oc1ccc(OC)cc1)OC	-2%[2.36 µM]	9%	-26%	·	?	-2%	5%
COc1cc2c(c(OC)c1OC)C(c1ccc(C)cc1)CC(=O)O2 (stereo not given)	12%[89.1 µM]	19%	·	-80%[inhibitor]	·	3%[39.9 µM]	·
COc1cc(CC(=O)Nc2ccc3nc(SC)sc3c2)cc(OC)c1OC	0%	·	·	2%[10 µM]	·	·	-14%[9.22 µM]
c1ccc(-c2nnc(CN3CCC4(CC3)OCCO4)o2)cc1	1%	1%[38.3 µM]	2%	-1%[10 µM]	5%	0%	1%
COc1ccc(Cc2c(O)nc(SCC(=O)N3CCOCC3)[nH]c2=O)cc1	10%	·	·	21%[10 µM]	·	·	4%[9.22 µM]
CCCC1=NN(c2ccc([N+](=O)[O-])cc2)C(=O)/C1=C\N(C)C	-10%	-5%	15%	35%[10 µM]	-9%	-3%	-6%
N#CCCn1ncn(-c2ccccc2)c1=S	1%	18%[38.3 µM]	?	9%	-2%	-3%	-19%
COc1ccc(C(=O)NCC(c2cccnc2)N2CCN(c3ccccc3)CC2)cc1OC (stereo not given)	-4%	5%	-13%	18%[10 µM]	-5%	-2%	-3%
NC(=O)c1ccccc1NC(=O)/C=C/c1ccc(Cl)cc1	7%	-3%	13µM*	-53%[inhibitor][10 µM]	-5%	-10%	7%
CCNC(=O)NC(=O)CSc1ccccc1F	16%	8%	5%	·	-3%	-4%	5%
O=C1c2nc3ccccn3c2C(=O)N1Cc1ccccc1	?	?	2%	-1%[10 µM]	6%	-6%	-12%
NC(=O)c1ccccc1N=Cc1ccccn1	10%	-1%[38.3 µM]	3%	-12%[10 µM]	-4%	5%	-6%

Structural class, those above containing two or more sulfur atoms.
SMILES	CBFb RUNX1 block	IMPase Li cell	SMN2 splice enh	HTT cytoprotect	LMNA splice mod	Luc counter	HttQ103 aggreg
CC(=O)Nc1sc(N/N=C\c2cccc(Cl)c2)nc1-c1cccs1	-2%	-6%	-11%	10%[10 µM]	12%	3%	-1%
CCc1cc2c(SCC(=O)c3ccc(C)cc3)ncnc2s1	10%	5%	0%	8%[10 µM]	-5%	-1%	-4%
CC(O)Cc1nsc(NC(=O)c2cccs2)n1 (stereo not given)	-17%	0%[38.3 µM]	-24%	-19%	-3%	-17%	5%
CC1Cc2nc(SCC(=O)N3CCN(c4ccccc4)CC3)n(CCc3ccccc3)c(=O)c2S1 (stereo not given)	-11%	45%[38.3 µM]	-23%	-1%[10 µM]	-13%	-1%	4%
COc1ccc(S(=O)(=O)N(C)CC(=O)Nc2ccccc2SC)cc1	12%	6%[38.3 µM]	-13%	-1%	-20%	0%	1%
S=C1SCN(C2CCCCCCCCCCC2)CN1C1CCCCCCCCCCC1	·	19%	-9%[9.22 µM]	1%[10 µM]	·	-3%[7.66 µM]	·
O=C(NCc1cccs1)c1ccc(CS(=O)(=O)c2ccc(Cl)cc2)o1	1%	12%[38.3 µM]	-35%[inhibitor]	18%[10 µM]	-17%	-4%	-22%
Cc1cccc(C)c1NC(=O)CSc1nnc(NC(=O)c2ccccc2C(=O)O)s1	3%	·	·	-5%[10 µM]	·	·	-7%[9.22 µM]
COc1cc(CC(=O)Nc2ccc3nc(SC)sc3c2)cc(OC)c1OC	0%	·	·	2%[10 µM]	·	·	-14%[9.22 µM]
